Bioassay records (PubChem BioAssay)
TTR transcr act: TTR transcription activators in neuroblastoma reporter cells, primary screen, cell-based, luminescence, SH-SY5Y, TTR promoter Gaussia luciferase. activation, % at 16.7 µM. 100% = recombinant luciferase protein wells. 1.3% of 92,000 active;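 active means activation above the mean of all tested compounds plus 3 SD, cut at about 9.5% in these data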;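 further: cells exposed to compounds for one day before reading; 0% = median of all test compound wells on the plate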
Active calls of the source: *. The list is partial. The share of hits here may be higher or lower than overall.

TTR transcr act | Molecule
1.1 | COC(CNS(=O)(=O)c1ccc(Cl)cc1)c1ccccc1 (stereo not drawn)
-2.4 | Cc1ccc(N2C(=O)C3C4C=CC(CNC(=S)N5CCN(c6ccccn6)CC5)(O4)C3C2=O)cc1 (stereo not drawn)
-1.0 | COc1ccc(S(=O)(=O)N2CCN(CC(=O)c3c(N)n(C)c(=O)n(C)c3=O)CC2)cc1OC
0.5 | CSc1ccccc1C(=O)Nc1cccc(N(C)S(C)(=O)=O)c1
-4.8 | COc1cccc(NC(=S)NCCC(c2ccccc2)c2ccccc2)c1
4.6 | COc1ccc(CC(=O)Nc2cc(C)on2)cc1OC
-2.1 | O=C(COC(=O)c1cccc(OC(F)F)c1)Nc1ncccn1
-1.2 | COc1ccc(-n2nnnc2/C(=C/N(C)C)C(=O)c2ccccc2)cc1
-0.6 | CN1CCCC1=Nc1c2c(nc3ccccc13)N(C)CC2
-1.1 | Nc1cccnc1Oc1ccccc1F
0.9 | CCn1c(SCC(=O)NC2CCCCC2)nnc1-c1ccccn1
-1.3 | Cc1oc(-c2ccccc2F)nc1CS(=O)(=O)CC(=O)NCCN1CCCC1
-1.4 | O=C(Nc1cnn(Cc2ccc(Cl)cc2Cl)c1)c1noc2c1CCCC2
-0.1 | O=C1NC(=O)N(Cc2ccccc2)CC1Br (stereo not drawn)
1.9 | O=C(CCSc1ccccc1)Nc1nnc(-c2cccs2)o1
-1.1 | CC1=Nc2cc(C(=O)O)ccc2Sc2c(C)ccc(C)c21
0.3 | CC1(C(=O)NS(=O)(=O)c2ccccc2Cl)CCN1C(=O)Cc1cc(F)ccc1F (stereo not drawn)
-0.8 | C=CCNC(=O)c1ccc(-n2cccc2)cc1
3.8 | O=C(COc1ccc(Cl)cc1Cl)NCCCCc1ccccc1
2.8 | CCNC(=O)C1(C)CCN(Cc2csc(-c3ccccc3)n2)C1 (stereo not drawn)
1.9 | Cc1cc(OCC(=O)OCC(=O)N2CCc3ccccc32)ccc1Cl
4.5 | CCN(CC)C(=O)c1[nH]cnc1C(=O)Nc1ccccc1F
0.9 | COc1ccc(NC2CCCN(C(=O)CSc3ccccc3)C2)cc1OC (stereo not drawn)
-4.0 | Cc1c(C(=O)Nc2nc3ccccc3[nH]2)oc2c(Cl)cccc12
3.9 | Cc1cnc(C(=O)N(c2ccccc2)C(c2ccccc2)c2nc3ccccc3[nH]2)cn1 (stereo not drawn)
-0.1 | CC(C)(C)c1cc2nc3c(c(=O)n2[nH]1)CN(Cc1ccccc1)C3=O
2.9 | CCCCC(=O)Nc1nnc(S(=O)(=O)N(C)Cc2ccco2)s1
8.8 | COc1cc(C(=O)N(C)C2CCCN(Cc3ccccc3F)C2)cc(OC)c1OC (stereo not drawn)
0.8 | CCOC(=O)C(Cc1ccccc1)c1ccnc2nc(N)nn12 (stereo not drawn)
4.8 | CO/N=C(/CNC(=O)c1ccc(Cl)cc1Cl)c1ccc(Cl)cc1
-1.8 | Cc1cc(C)n(Cc2ccc(Cl)c(Cl)c2)c(=O)c1S(=O)(=O)c1ccccc1
-2.2 | Cc1ccc(S(=O)(=O)N2CCOCC2)cc1NC(=O)COC(=O)c1cnc(Cl)c(Cl)c1
5.1 | O=C(CCCCl)NC(=S)Nc1cc(C(F)(F)F)ccc1N1CCOCC1
1.6 | CCOC(=O)c1sc(=S)n(-c2ccc(C)cc2)c1N
0.4 | CC(C)CNC(=S)NNC(=O)c1csc2ccccc12
-1.4 | CN(CCc1ccccn1)C(=O)CC1C(=O)NCCN1Cc1ccc(-c2ccccc2)cc1 (stereo not drawn)
0.7 | COC(C(=O)Nc1ccnn1C1CCN(Cc2cnn(C)c2)CC1)c1ccccc1 (stereo not drawn)
0.9 | Cc1c(NC(=O)c2c(F)c(F)c(F)c(F)c2F)c(=O)n(-c2ccccc2)n1C
-3.9 | O=C(CSc1nc2ccc(NC(=O)c3ccccc3C(=O)O)cc2s1)Nc1ccc(F)c([N+](=O)[O-])c1
-0.2 | CN(C)c1ccc(/C=N/NC(=O)C(O)(c2ccccc2)c2ccccc2)o1
0.7 | Nc1cc([N+](=O)[O-])ccc1N1C(=O)CCCC1=O
-1.2 | COc1cc(NC(=S)NC(=O)c2ccc(C(C)(C)C)cc2)ccc1NC(=O)c1cccs1
0.0 | CC1CC(C)CN(CCOc2ccc(Br)cc2)C1 (stereo not drawn)
-0.3 | CN1C2=N[C@H](c3ccccc3Br)CC(=O)N2/C(=C\c2ccccc2)[C@@H]1c1ccccc1
-1.3 | CCC(c1nnnn1-c1ccc2c(c1)OCCO2)N1CCN(c2ccc(C(F)(F)F)cc2[N+](=O)[O-])CC1 (stereo not drawn)
-0.6 | COc1ccc(OCCCC(=O)N(CCC2=CCCCC2)c2c(N)n(Cc3ccccc3)c(=O)[nH]c2=O)cc1
0.1 | COc1ccc(/C=C2\SC(=O)N(CCC(=O)N3CCN(C)CC3)C2=O)cc1
-2.4 | CCC1CCCCN1CCNC(=O)CCS(=O)(=O)c1ccc(Br)cc1 (stereo not drawn)
2.1 | CCOC(=O)C(C)Oc1cccc2c(=O)n(CC(=O)NCc3ccccc3)ccc12 (stereo not drawn)
1.6 | c1ccc(CSc2nnc(-c3ccco3)n2Cc2ccccc2)cc1
-0.2 | CCCCC(=Nc1ccccc1OC)C1=C(O)CC(c2ccccc2)CC1=O (stereo not drawn)
0.6 | CN(C)S(=O)(=O)n1cc(/C=C(\NC(=O)c2ccccc2F)C(=O)N2CCOCC2)c2ccccc21
2.1 | COc1ccccc1NC(=O)C/C(C)=N/NC(=O)c1ccccn1
1.0 | N/C(=N\OS(=O)(=O)c1cccc([N+](=O)[O-])c1)c1ccncc1
1.0 | Nc1nc(-c2ccccc2)cn1/N=C/c1ccccc1
0.7 | C/C(CCc1ccccc1)=N\NC(=S)NCCc1ccccc1
-2.0 | CCCCN1C(=O)C(=O)N(CC(=O)c2ccc3c(c2)CCCC3)C1=O
-0.8 | CCCCN(C)C(=O)c1cc2c(Cl)nc3ccccc3c2s1
-0.3 | FC(F)(F)c1cc(Oc2ccc(Cl)cc2)ncc1-c1nnc(-c2ccc(Cl)cc2)o1
-1.5 | O=S(=O)(c1ccccc1Br)N(CC(O)COCc1ccccc1)C1CC1 (stereo not drawn)

Some values from above.
COc1ccccc1NC(=O)C/C(C)=N/NC(=O)c1ccccn1 @ TTR transcr act = 2.1
CN1C2=N[C@H](c3ccccc3Br)CC(=O)N2/C(=C\c2ccccc2)[C@@H]1c1ccccc1 @ TTR transcr act = -0.3

More records follow.
TTR transcr act | Molecule
4.8 | Cc1cc(=O)[nH]c(NN)n1
0.9 | CCN(c1ccccc1)S(=O)(=O)c1ccc(Cl)c(NC(=O)CNCc2ccccc2OC)c1
-0.8 | Fc1ccc(NC(=S)Nc2cccnc2)c(Cl)c1
-0.7 | CC[C@]12c3[nH]c4ccc(Cl)cc4c3CCN1C(=O)[C@@H](CC(=O)NC/C=C(\C)CCC=C(C)C)C[C@@H]2C(=O)N1CCN(C(=O)c2ccco2)CC1
1.0 | O=C(Oc1ccc(-c2cn3c(n2)SCC3)cc1)c1ccccc1
0.7 | CC1=C(C(N)=O)C(c2ccc(Cl)cc2)NC(=O)N1 (stereo not drawn)
0.9 | c1ccc(C2CCC3(CC2)CCC3NCc2cccs2)cc1 (stereo not drawn)
-0.8 | CCn1cc(CNC(=O)C2CCC(=O)N(Cc3ccc(Cl)cc3)C2)cn1 (stereo not drawn)
0.0 | C=CCn1nnnc1SCC(=O)Nc1ccccc1C(=O)OC
1.9 | COCCCNC(=O)c1ccc(Cn2c(=O)[nH]c3ccccc3c2=O)cc1
8.5 | Cc1ccc(S(=O)(=O)N2[C@@H](c3cccc(Cl)c3)C(C(=O)O)=CC[C@H]2c2ccc(C(C)C)cc2)cc1
-3.2 | COc1ccccc1C(O)(C(=O)NNc1cccc(C)c1)c1ccccc1OC
-3.1 | COc1ccc(C(=O)Nc2ccc(C(=O)c3ccccc3)cc2)cc1
0.3 | CCNC(=O)CCc1nc(-c2ccc(C(C)C)cc2)no1
3.5 | Nc1nc(SCC(=O)Nc2cc(Cl)ccc2Cl)n[nH]1
1.4 | O=C(O)c1cc2cc(Cl)ccc2oc1=O
-1.1 | O=C(COc1ccccc1/C=C1/NC(=O)NC1=O)Nc1ccccc1
0.0 | CC(=O)c1ccccc1NC(=O)C1CC(=O)N(c2ccc3c(c2)OCCO3)C1 (stereo not drawn)
-1.0 | CC(C)CC(=O)c1c[nH]c(C(=O)NCCCN2CCOCC2)c1
5.2 | NS(=O)(=O)c1ccc(OC(=O)CNC(=O)OCc2ccccc2)cc1
0.7 | COC(=O)NC1(C(=O)O)CCCC1
0.1 | O=C(N/N=C/c1c[nH]c2ccccc12)c1cc(-c2ccc3ccccc3c2)n[nH]1
-1.9 | CC1(C)CC(=O)C2=C(C1)NCN(Cc1ccc3c(c1)OCO3)C2
1.8 | O=C1Nc2ncccc2OC1CCCl (stereo not drawn)
0.1 | CCOc1ccc(NC(=O)CSc2nnnn2C2CC2)cc1S(=O)(=O)N1CCCC1
0.0 | O=C(Nc1ccc2c(c1)OCO2)C1Cc2c(-c3cccnc3)ccnc2O1 (stereo not drawn)
-0.5 | CCOc1ccc2[nH]c3c(N4CCC5(CC4)OCCO5)ncnc3c2c1
0.9 | COc1ccc(-c2cc(=O)[nH]c(NCc3ccccc3)n2)cc1
8.2 | COc1ccc(NC(=O)C2CCCN2C(=O)Nc2ccccc2)cc1OC (stereo not drawn)
3.8 | CN(NC(=O)/C=C/C(=O)O)c1ncc(C(F)(F)F)cc1Cl
3.7 | CCN1C(=O)[C@H]2[C@@H](c3ccc(OC)cc3)N[C@]3(CCCN(Cc4ccco4)C3=O)[C@H]2C1=O
-0.7 | Cc1cccc(NC(=O)CSc2nnc(NC(=O)c3ccc(S(=O)(=O)N4CCOCC4)cc3)s2)c1C
-3.6 | CC(C)(C)c1ccc(C(=O)NCCC(=O)N2CCN(c3ncccn3)CC2)cc1
0.1 | CCOCCOc1nc2c(c(=O)n(C)c(=O)n2C)n1CCc1ccccc1
2.1 | c1ccc(CN2CCN(c3nc4ccccc4c4ccccc34)CC2)cc1
-0.1 | Cc1ccc(S(=O)(=O)NC2CCCc3ccccc32)cc1C (stereo not drawn)
-2.6 | CC(C)Sc1nnc(-c2ccc(S(=O)(=O)N3CCOCC3)cc2)n1C
4.4 | CCC(=O)N1c2ccccc2NC2=C(C(=O)CCC2)C1c1ccc(N(C)C)cc1 (stereo not drawn)
2.6 | COCCNC(=O)c1nn(-c2cc(OC)cc(OC)c2)c(=O)c2ccccc12
-0.1 | Clc1ccc(Cn2c(-c3cccnc3Cl)nc3ccccc32)c(Cl)c1
1.6 | CC1CCCCC1NC(=O)C(=O)NCC1CCCO1 (stereo not drawn)
0.4 | CCn1nc(C(=O)NCc2ccco2)c(Cl)c1Cl
-0.1 | CCOc1cc(C2Nc3ccccc3C(=O)N2c2ccccc2OC)ccc1O (stereo not drawn)
-0.4 | CCCCn1c(-c2csc3c2CCCC3)n[nH]c1=S
1.1 | Cc1ccnc(-n2sc3ccccc3c2=O)n1
0.5 | NC(N)=N/N=C/c1ccccc1Cl
-0.5 | Cn1ncc(Br)c1NC(=O)CSc1ccc(Cl)cc1
7.0 | CSC(=NNC(=O)c1ccc(O)cc1)SC
-1.1 | CC1=C(C(=O)N(C(C)C)C(C)C)CC(CC(=O)NC2CC2)C(=O)N1CCC1=CCCCC1 (stereo not drawn)
-2.2 | Cc1cccnc1NC(=S)Nc1ccc(Br)cc1Cl
0.2 | Cc1ccc(O)c(C(=O)c2cnc(/N=C(\N)N(C)C)nc2)c1
0.4 | Cc1ccc(C)c(-n2[nH]c3c4c(ccc3c2=O)C(=O)c2ccccc2C4=O)c1
-2.1 | Cc1cc(CN(C)Cc2c(C(=O)N3CCCCCCC3)nc3ccc(Cl)cn23)n[nH]1
-0.4 | COc1ccccc1C(=O)NC(=S)Nc1ccc(S(=O)(=O)N2CCN(C)CC2)cc1
-1.2 | CC(C)Oc1ccc(S(=O)(=O)N2CCCCCC2)c2ccccc12
0.5 | CCCCOC(=O)Sc1nc2ccccc2o1
-0.2 | CC(=O)NCCc1nc2ccccc2n1CCOc1ccccc1
-0.5 | COc1ccc(C(=O)NCC2CCCCC2)cc1S(=O)(=O)N1CCCC1
0.8 | Cc1cccc(C)c1NC(=O)C1c2ccccc2OCC(=O)N1Cc1ccccc1 (stereo not drawn)
0.1 | C=CCn1c(SC(C)C#N)nc2sc(CC)cc2c1=O (stereo not drawn)

Additional compounds:
TTR transcr act | Molecule
0.0 | CC(C)C[C@H](NC(=O)c1nc[nH]c1C(=O)NCC(=O)OC(C)(C)C)C(=O)OCc1ccccc1
-0.2 | O=c1c2ccccc2oc2ccc(-c3ccc4[nH]ccc4c3)cc12
1.5 | COc1ccc([C@H]2CC(=O)C=C(c3ccc4c(c3)sc3ccccc34)C2)cc1
-3.3 | Cc1ccc(-n2c(C(C)C)nc3oc4ccccc4c(=O)c3c2=O)cc1

In the list so far, 14 contain two or more sulfur atoms.
TTR transcr act | Molecule
0.5 | CSc1ccccc1C(=O)Nc1cccc(N(C)S(C)(=O)=O)c1
1.9 | O=C(CCSc1ccccc1)Nc1nnc(-c2cccs2)o1
2.9 | CCCCC(=O)Nc1nnc(S(=O)(=O)N(C)Cc2ccco2)s1
1.6 | CCOC(=O)c1sc(=S)n(-c2ccc(C)cc2)c1N
0.4 | CC(C)CNC(=S)NNC(=O)c1csc2ccccc12
-3.9 | O=C(CSc1nc2ccc(NC(=O)c3ccccc3C(=O)O)cc2s1)Nc1ccc(F)c([N+](=O)[O-])c1
-1.2 | COc1cc(NC(=S)NC(=O)c2ccc(C(C)(C)C)cc2)ccc1NC(=O)c1cccs1
0.1 | CCOc1ccc(NC(=O)CSc2nnnn2C2CC2)cc1S(=O)(=O)N1CCCC1
-0.7 | Cc1cccc(NC(=O)CSc2nnc(NC(=O)c3ccc(S(=O)(=O)N4CCOCC4)cc3)s2)c1C
-2.6 | CC(C)Sc1nnc(-c2ccc(S(=O)(=O)N3CCOCC3)cc2)n1C
-0.4 | CCCCn1c(-c2csc3c2CCCC3)n[nH]c1=S
7.0 | CSC(=NNC(=O)c1ccc(O)cc1)SC
-0.4 | COc1ccccc1C(=O)NC(=S)Nc1ccc(S(=O)(=O)N2CCN(C)CC2)cc1
0.1 | C=CCn1c(SC(C)C#N)nc2sc(CC)cc2c1=O (stereo not drawn)
